# High-throughput results (PubChem)
# VIM-2 inhibitor: VIM-2 metallo-beta-lactamase inhibitors, primary screen, biochemical, epi-absorbance readout, Pseudomonas aeruginosa enzyme | 290,000 tested, 0.89% active | inhibition, % at 5.6 µM | purified VIM-2, nitrocefin hydrolysis, epi-absorbance fluorescence;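 active = inhibition above the mean of all tested compounds plus 3 SD, cutoff set per screening run, cut at about 7.5% in these data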;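 also: red hydrolysis product quenches plate fluorescence so inhibitors raise well fluorescence; 0% = enzyme with DMSO and 100% = DMSO without enzyme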
# IDE act: human IDE activators in live cells, primary screen, fluorescence polarization, HEK cells, FAbeta-B substrate; FAbeta-B cleavage; 0% vehicle, 100% cell-free pure enzyme wells; AID 493087, 2011; 340,000 tested, 0.073% active; Insulin-degrading enzyme (Homo sapiens), P14735; activation, % at 5.96 µM;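 active = activation above the mean of all tested compounds plus 3 SD, set per screening campaign, cut at about 17% in these data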
# IMP-1 inh: IMP-1 metallo-beta-lactamase inhibitors, primary screen, biochemical, epi-absorbance readout, Pseudomonas aeruginosa enzyme; inhibition, % at 5.6 µM; purified IMP-1, nitrocefin hydrolysis, epi-absorbance fluorescence; metallo-beta-lactamase IMP-1 (Pseudomonas aeruginosa); 290,000 tested, 0.45% active; AID 1556, 2009;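 active = inhibition above the mean plus 3 SD of all compounds in the same screening run, cut at about 4.5% in these data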;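 also: 0% = IMP-1 with DMSO and 100% = DMSO wells lacking enzyme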
#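 System: purified IMP-1 / Input: IMP-1 dispensed at 0.2 nM / Medium: 50 mM HEPES pH 7.1, 50 µM ZnSO4, 0.05% Brij 35 / Timing: 15 min enzyme–compound preincubation, then 25 min nitrocefin reaction, 25 °C / Technique: plate fluorescence quenching by hydrolysis product, ex 480/em 530 nm / Repeats: singlicate testing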
# UBC9 SUMO inh: inhibitors of in vitro SUMOylation cascade, primary screen, biochemical, HTRF, uHTS. SUMO-conjugating enzyme UBC9 (Homo sapiens), P63279. HTRF SUMOylation assay, SAE1/SAE2 + UBC9. inhibition, % at 35 µM. 290,000 tested, 0.36% active. AID 2006, 2009; in the data active = inhibition above about 50%, passing the limit was not always enough; inconclusive = no clear call, values can overlap the other calls; also: strong numbers were not always called active
# IDE cell inh: human IDE inhibitors in live cells, primary screen, fluorescence polarization, HEK cells, FAbetaB substrate; FAbetaB cleavage; inhibition, % at 5.59 µM; 320,000 tested, 0.41% active;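 active = percent inhibition above the average of all tested compounds plus 3 SD, set per screening campaign, cut at about 16% in these data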;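 also: IDE supplied by intact live HEK cells; FP after avidin binding of uncleaved biotin substrate so inhibition keeps polarization high; 0% = DMSO wells and 100% = 60 µM reference IDE inhibitor Ii1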
# DNA FID counter: compounds displacing fluorescent DNA intercalator, primary screen, artefact control for HCV NS3 helicase inhibitor project, biochemical, FID fluorescence; DNA fluorescent intercalator displacement; inhibition, % at 7.9 µM; 290,000 tested, 0.17% active; in the data active = inhibition above about 37%;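 also: 0% = vehicle and 100% = reference compound; higher means more ethidium bromide displaced from hairpin DNA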
# M18AAP inhibitor: PfM18AAP inhibitors, malaria aminopeptidase, primary screen, biochemical, QFRET, recombinant enzyme; inhibition, % at 7.35 µM; M18 aspartyl aminopeptidase (Plasmodium falciparum 3D7); 290,000 tested, 1.2% active; H-Glu-NHMec fluorogenic cleavage;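 active = inhibition above the campaign mean inhibition over all tested compounds plus 3 SD, cut at about 28% in these data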;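 also: 0% = plate median of test compound wells and 100% = 2 mM ZnCl2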
# HCV NS3 hel inh: inhibitors of HCV NS3 helicase, primary screen, biochemical, Cy5 molecular beacon fluorescence; NS3 helicase DNA unwinding; inhibition, % at 10.9 µM; 290,000 tested, 0.56% active; AID 1800, 2009;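 active = inhibition above the mean of all tested compounds plus 3 SD, set per campaign, cut at about 35% in these data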;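 also: 0% = DMSO wells and 100% = thioflavine S control wells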
#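 System: NS3 helicase fragment of HCV / Schedule: 1 h at 25 °C / Control set: DMSO alone as 0% and 110 µM thioflavine S as 100% / Reagent: Cy5/quencher beacon DNA duplex and ATP to start / Technique: Cy5 fluorescence / Replication: singlicate / Evaluation: % inhibition of end-to-start signal ratio versus controls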
# pCIP destab: p/CIP-EGFP fusion destabilizers, primary screen, fluorescence, F442A cells. Q05BA5. AID 1984, 2009. decrease of EGFP signal, % at 10 µM. 16 h. 290,000 tested, 0.01% active;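 active = EGFP signal decrease of at least 30% at 10 µM or well 3 SD below plate mean, unless failing retest; inactive = the rest, including hits failing retest or dose response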; also: some compounds called inactive have numbers as strong as hits; many of its hits are not listed in these tables
# Target sequence (Q05BA5 1-1403): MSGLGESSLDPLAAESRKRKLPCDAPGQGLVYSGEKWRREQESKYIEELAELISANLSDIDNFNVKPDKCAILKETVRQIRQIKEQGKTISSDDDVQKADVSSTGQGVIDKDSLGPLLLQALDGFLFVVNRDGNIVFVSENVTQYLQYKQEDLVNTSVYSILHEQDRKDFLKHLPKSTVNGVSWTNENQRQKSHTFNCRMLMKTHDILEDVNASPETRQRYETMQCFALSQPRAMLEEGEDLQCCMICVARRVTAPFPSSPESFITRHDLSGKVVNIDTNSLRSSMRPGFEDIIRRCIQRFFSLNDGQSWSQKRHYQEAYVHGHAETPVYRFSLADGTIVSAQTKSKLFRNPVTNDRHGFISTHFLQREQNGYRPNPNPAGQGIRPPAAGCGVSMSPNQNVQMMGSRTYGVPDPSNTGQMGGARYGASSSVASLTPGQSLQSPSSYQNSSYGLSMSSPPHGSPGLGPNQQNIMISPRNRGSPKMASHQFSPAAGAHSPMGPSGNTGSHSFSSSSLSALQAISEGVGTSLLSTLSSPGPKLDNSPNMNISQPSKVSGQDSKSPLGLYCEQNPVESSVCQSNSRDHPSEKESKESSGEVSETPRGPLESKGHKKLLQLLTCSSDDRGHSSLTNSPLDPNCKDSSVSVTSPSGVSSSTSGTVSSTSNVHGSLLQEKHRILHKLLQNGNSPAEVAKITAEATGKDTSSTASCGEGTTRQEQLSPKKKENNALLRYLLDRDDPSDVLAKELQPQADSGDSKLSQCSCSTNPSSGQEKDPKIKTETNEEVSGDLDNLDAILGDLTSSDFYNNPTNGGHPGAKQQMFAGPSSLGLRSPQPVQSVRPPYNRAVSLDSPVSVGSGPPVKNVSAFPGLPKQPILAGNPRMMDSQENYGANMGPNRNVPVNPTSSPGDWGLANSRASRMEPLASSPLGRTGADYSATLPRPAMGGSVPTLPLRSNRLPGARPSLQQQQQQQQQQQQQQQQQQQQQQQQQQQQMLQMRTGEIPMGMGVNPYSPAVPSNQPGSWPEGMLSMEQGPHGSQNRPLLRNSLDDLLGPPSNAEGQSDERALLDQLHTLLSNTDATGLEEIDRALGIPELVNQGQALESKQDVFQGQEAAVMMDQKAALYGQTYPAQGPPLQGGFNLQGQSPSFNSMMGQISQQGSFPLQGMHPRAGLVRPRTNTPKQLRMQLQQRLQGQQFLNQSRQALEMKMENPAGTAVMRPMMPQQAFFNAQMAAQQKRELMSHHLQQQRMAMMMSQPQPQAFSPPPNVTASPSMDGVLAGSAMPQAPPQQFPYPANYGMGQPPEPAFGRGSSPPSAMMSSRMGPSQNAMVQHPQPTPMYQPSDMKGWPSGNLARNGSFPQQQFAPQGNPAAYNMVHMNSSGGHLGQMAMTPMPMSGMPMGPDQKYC
# * = called active by the depositor; ? = inconclusive; . = no result given. An unsorted share of the library, and some 3.6% of all compounds hit somewhere here.
SMILES,VIM-2 inhibitor,IDE act,IMP-1 inh,UBC9 SUMO inh,IDE cell inh,DNA FID counter,M18AAP inhibitor,HCV NS3 hel inh,pCIP destab
Cc1ccc2ccccc2c1NC(=O)c1ccco1,-4.3,5,-2.8,-4,5,-7,-7,-2,7
N#CCC(=O)N/N=C/c1cn(Cc2ccccc2C#N)c2ccccc12,-1.0,-10,-2.4,8,-2,-3,2,-3,-4
C(=N\N1CCN(Cc2cccc3ccccc23)CC1)/c1ccco1,-2.0,-1,-6.0,-12,7,-9,-14,-7,0
COc1ccc(-c2c(C)c3cc(O)ccc3oc2=O)cc1OC,3.2,2,4.1,9,-7,-3,-2,29,3
CCS(=O)(=O)N1CCCC(C(=O)NC2CCCCC2C)C1 (stereo unspecified),-2.1,6,-1.8,-14,2,0,-7,10,-4
COc1ccc(OC)c(C(c2nnnn2CCc2ccccc2)N2CCC(C(N)=O)CC2)c1 (stereo unspecified),-1.8,2,-3.4,2,4,-28,-3,2,-5
COCCNC(=O)C(c1ccc(F)cc1)N(C(=O)CCC(=O)Nc1nccs1)c1ccc(C)cc1 (stereo unspecified),-1.8,4,-3.2,4,-4,-30,0,12,-1
COc1ccc(OC(=O)COc2cc(C)ccc2C)cc1,-1.0,4,-4.6,0,-1,-22,6,-3,-13
CCC(C)(C(=O)NC1CCCCC1)N(Cc1cccs1)C(=O)Cc1cccs1 (stereo unspecified),-4.6,1,-4.0,6,-3,-29,-5,5,7
CN(C)c1ccc(-c2noc(C3CCN(S(=O)(=O)c4ccc(C(=O)O)cc4)CC3)n2)cc1,1.7,0,-0.8,.,-5,-27,3,12,.
O=C(Cc1ccc(F)cc1)N/N=C/c1ccccn1,-2.0,-2,-0.7,-9,5,-5,3,8,-3
COc1ccccc1C1/C(=C(\O)c2ccc3c(c2)OCCO3)C(=O)C(=O)N1Cc1cccnc1 (stereo unspecified),3.8,-1,-2.4,7,-1,-57,6,8,4
Cc1ccc(NC(=O)CC2=NC(=O)C(CC(=O)Nc3ccccc3C)S2)cc1 (stereo unspecified),-1.4,-4,-0.3,36,-3,-5,3,14,4
CC1Cc2cc(S(=O)(=O)N3CCC(C(=O)N4CCCCC4)CC3)ccc2N1C(=O)C1CC1 (stereo unspecified),-1.1,0,0.4,14,-5,-45,-8,2,-1
COC(=O)c1cc(=O)n2c(-c3ccccc3)csc2n1,-3.6,9,-3.3,25,-1,2,-3,-8,-12
O=C(Nc1ccccn1)C1(c2cccs2)CCOCC1,1.5,7,-1.9,14,-8,-8,22,-1,-9
Cc1ccc(C(=O)Nc2ccc(F)cc2)o1,0.8,4,-3.3,0,-3,-4,-5,12,2
O=C(CSc1nnc(-c2ccncc2)n1CC1CCCO1)Nc1cccc(O)c1 (stereo unspecified),-3.0,1,-2.6,15,1,-16,-3,-15,-2
OC1CNCc2cc3c(cc21)OCCO3 (stereo unspecified),-0.5,.,1.6,8,10,-6,13,10,2
Cc1cccnc1NC(=O)CCc1c[nH]c2ccccc12,-1.5,-1,-3.5,4,6,-12,13,2,9
COc1cc(/C=C/C(=O)OCC(=O)c2c(N)n(C)c(=O)n(C)c2=O)ccc1OCC#N,-2.4,3,-2.9,4,3,-8,-5,9,5
FC(F)Oc1ccccc1/C=N/Nc1nc2ccccc2o1,-4.0,3,-0.2,-9,-3,-5,2,1,-9
Cc1cc(C)n(Cc2ccc(NC(=O)c3ccc(COc4ccccc4Br)cc3)cc2)n1,-1.6,-10,-1.9,0,0,-11,-14,-27,-9
CCOc1ccc(NC(=O)CSc2nnc(C(C)C)n2CC)cc1,0.4,-2,-3.7,12,-4,-13,1,1,2
Cc1ccc(S(=O)(=O)N(C)CCCC(=O)N2CCOCC2)cc1,-4.0,-5,-2.9,-6,8,-9,-1,-16,5
Cc1cn2c(nc(=O)c3cccnc32)s1,-1.7,-5,-2.5,22,12,1,3,8,2
CCOC(=O)Cc1[nH]nc2c1C(c1cccc(OC)c1OC)C(C#N)=C(N)O2 (stereo unspecified),-6.2,2,-3.3,6,3,-10,9,2,-2
O=C(Nc1ccc(OC(F)F)cc1)Nc1cccc(C(F)(F)F)c1,-0.8,3,-2.0,0,2,10,1,-14,-16
CCN1CCN(CCCNC(=O)CNC(=O)c2nn(-c3ccc(OC)cc3OC)c(=O)c3ccccc23)CC1,-0.2,5,-5.4,5,-1,10,1,0,-9
CC(C)(C)c1ccc(NC(=O)COc2ccc(-n3ccnc3)cc2)cc1,-2.4,6,0.7,26,3,-11,1,0,-13
Cc1nn(C(=O)c2nn(C)cc2[N+](=O)[O-])c(C)c1Br,-1.5,2,-2.0,-2,0,5,3,-16,-9
COc1ccc(CCNC(=O)c2cc(-c3ccccc3O)n[nH]2)cc1OC,-3.3,0,-3.4,2,2,-21,5,1,3
CCn1c(Oc2ccccc2)nc2c1c(=O)n(C)c(=O)n2C,-0.7,-1,4.2,0,-3,-13,-15,2,-15
CCN(CC)CCN(C(=O)CCS(=O)(=O)c1ccccc1)c1nc2cc3c(cc2s1)OCO3,-0.4,3,-0.1,8,-1,13,3,-54,-8
CC(=O)Nc1ccc(SCC(=O)Nc2cc(C(C)(C)C)nn2-c2ccccc2)cc1,-1.1,-6,-2.1,-18,12,-27,-3,5,-11
Cc1ccc(C(=O)N2CCCC(N3CCN(c4ccccc4C)CC3)C2)c(=O)[nH]1 (stereo unspecified),-0.3,6,1.1,0,4,-15,2,-2,3
O=C(NCCCN1CCCCC1)c1ccc2c(c1)NC(=O)c1ccccc1S2,-1.9,3,-5.0,6,4,25,16,-37,-6
Cc1ccc(C)c(OCCn2cc(/C=C(/C#N)C(=O)NCC3CCCO3)c3ccccc32)c1 (stereo unspecified),-1.9,2,-3.0,-3,-12,-16,-1,2,6
COc1ccc(O)c(N)c1,-3.5,.,-2.9,?,.,3,26,23,-9
O=C(CN(Cc1ccco1)S(=O)(=O)c1ccccc1)N/N=C/c1cccc(O)c1,-5.2,7,-2.8,15,4,-8,-12,-2,-31
O=C(O)c1cc(-c2ccccc2)nc2ccccc12,-0.7,0,-1.0,13,1,-3,-9,-4,-6
O=C(COc1ccc(Br)cc1)Nc1ccccc1N1CCCC1,-0.9,0,-1.6,-3,-3,-1,-2,3,-15
CCCCNC(=O)CNC(=S)N(CCCN1CCOCC1)Cc1cccs1,-5.1,4,-3.3,1,6,-4,0,3,4
Fc1ccc(C(c2nnnn2Cc2cccs2)N2CCN(C3CCCC3)CC2)cc1 (stereo unspecified),-1.0,2,-3.1,-10,1,8,-14,-1,6
CCN(C(C)=O)c1nnc(CSc2nc3ccccc3s2)s1,-0.9,-2,-3.9,10,.,-13,-9,-5,-7
Cn1nc(C(=O)NCc2ccccc2)c2c1-c1ccccc1S(=O)(=O)C2,-1.5,2,-1.4,-1,4,-15,-1,2,11
CCOc1ccc(C(=O)Nc2ccccc2NC(C)=O)cc1OCC,-5.0,2,-2.5,1,3,-8,1,5,12
COc1ccc(OC)c(/C=C2\S/C(=N/NC(=O)c3ccc4ccccc4c3)NC2=O)c1,-2.1,1,-2.7,.,9,0,-3,5,-3
CC(C)C(NC(=O)c1ccccc1Br)c1ccccc1 (stereo unspecified),-2.9,-4,-3.2,18,3,-6,4,1,-16
CCOC(=O)CSc1nnc(-c2ccccc2)o1,-1.6,7,-3.0,-20,0,-4,-2,0,7

# An excerpt from above in order of length of the SMILES, high to low.
SMILES,VIM-2 inhibitor,IDE act,IMP-1 inh,UBC9 SUMO inh,IDE cell inh,DNA FID counter,M18AAP inhibitor,HCV NS3 hel inh,pCIP destab
CCN(CC)CCN(C(=O)CCS(=O)(=O)c1ccccc1)c1nc2cc3c(cc2s1)OCO3,-0.4,3,-0.1,8,-1,13,3,-54,-8
Cc1ccc(C(=O)N2CCCC(N3CCN(c4ccccc4C)CC3)C2)c(=O)[nH]1 (stereo unspecified),-0.3,6,1.1,0,4,-15,2,-2,3
Fc1ccc(C(c2nnnn2Cc2cccs2)N2CCN(C3CCCC3)CC2)cc1 (stereo unspecified),-1.0,2,-3.1,-10,1,8,-14,-1,6
COc1ccc(CCNC(=O)c2cc(-c3ccccc3O)n[nH]2)cc1OC,-3.3,0,-3.4,2,2,-21,5,1,3
O=C(Nc1ccc(OC(F)F)cc1)Nc1cccc(C(F)(F)F)c1,-0.8,3,-2.0,0,2,10,1,-14,-16
CCCCNC(=O)CNC(=S)N(CCCN1CCOCC1)Cc1cccs1,-5.1,4,-3.3,1,6,-4,0,3,4
CCn1c(Oc2ccccc2)nc2c1c(=O)n(C)c(=O)n2C,-0.7,-1,4.2,0,-3,-13,-15,2,-15
CCN(C(C)=O)c1nnc(CSc2nc3ccccc3s2)s1,-0.9,-2,-3.9,10,.,-13,-9,-5,-7
CCOC(=O)CSc1nnc(-c2ccccc2)o1,-1.6,7,-3.0,-20,0,-4,-2,0,7

# (list continues)
SMILES,VIM-2 inhibitor,IDE act,IMP-1 inh,UBC9 SUMO inh,IDE cell inh,DNA FID counter,M18AAP inhibitor,HCV NS3 hel inh,pCIP destab
CC(C)Cc1[nH]c(=O)c(C#N)c2c1COC(C)(C)C2,-3.2,1,-1.1,13,2,-6,-6,18,-14
O=C(CN1CCN(c2ccccc2F)CC1)NC(=O)NCc1ccco1,-3.2,6,-2.4,11,5,-11,9,-1,0
Nc1nc(SCC(=O)N2N=C3/C(=C/c4ccco4)CCCC3C2c2ccco2)n[nH]1 (stereo unspecified),-3.1,-5,-3.6,13,3,-16,15,14,-5
CN(C(=O)C1CCN(S(=O)(=O)c2cccs2)CC1)C1CCCCC1,-2.8,-1,-1.3,2,7,-13,1,1,1
CN1CCN(C(=O)c2cc3sccc3n2CC(=O)c2ccccc2)CC1,-1.0,1,-4.5,17,1,1,2,-5,-3
CCn1c(CSc2nc3ccccc3[nH]2)nc2cc(C(=O)O)ccc21,-2.4,6,-0.1,29,1,-5,-2,3,-10
